Mito fusion act: qHTS Assay for Small Molecule Inhibitors of Mitochondrial Division or Activators of Mitochondrial Fusion; S. cerevisiae fusion-defective mutant growth rescue, CellTiterGlo 48 h; Potency, µM (doses to about 46.1 µM), for inactives: at the highest dose growth rescue (activation), most hits filed as activators; hit rate 0.23% among 320,000;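 also: potency is read from the fitted curve at half-maximal effect; % of control where 0% means no effect; nearly all actives have a fitted effect of over 45% in size; temperature-sensitive fusion mutants such as fzo1-1 at 37 °C on non-fermentable ethanol glycerol medium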
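Compounds are tested for their ability to restore growth of mitochondrial fusion-defective yeast strains at non-permissive 37C in YPEG medium over 48 hours. Viability is quantified by luciferase luminescence.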
TCR act: Activators of T cell receptors: qHTS campaign; primary human leukocytes, anti-CD3, IL-2 HTRF, 48 h; Potency, µM (titrated, usually from 9.22 µM), inactives show top-dose activation of IL-2 secretion, most hits filed as activators; 330,000 tested, under 10 active; also: % of control where 0% means no effect
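Primary human leukocytes were stimulated with a-CD3 beads plus compounds for 48 hr without co-stimulation; secreted IL-2 was quantified by HTRF using a-IL-2-K (europium cryptate) and a-IL-2-d2, excited at 320nm with acceptor emission read at 665nm.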
S-ASM inh: Inhibitors of Secretory Acid Sphingomyelinase (S-ASM): qHTS. placental ASM, HMU-PC fluorogenic substrate, 60 min. Potency, µM (top dose mostly 57.5 µM), for inactives: at the highest dose activity change, negative = inhibition, most hits filed as inhibitors. hit rate 0.006% among 340,000; also: potency is read from the fitted curve at half-maximal effect
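Steps: dispense placental human ASM, pin compound, wait 10 min at room temperature, add HMU-PC0 substrate at 9 uM final, incubate 60 min at 37 °C, add stop solution raising pH to 10, read fluorescence.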
Chronic BCR inh: qHTS Assay to Find Inhibitors of Chronic Active B-Cell Receptor Signaling. ABC-DLBCL IkBa-CBG/CBR reporter, luminescence ratio, 4 h. Potency, µM (highest dose often 46.1 µM), inactives show at the highest dose ratio change, negative = lower green/red ratio, most hits filed as inhibitors. hit rate 0.05% among 340,000. AID 493014, 2011; active = well fitted inhibition curve with a large enough effect in the signal ratio, with a control signal flat, not every such curve was filed as active; inconclusive = small, poorly fitted or top-dose-only effect, or effect the other way, or a change in a side signal; the % refers to the signal ratio;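 also: potency is read from the fitted curve at half-maximal effect; plate controls were basal doxycycline-induced cells for no effect and cells given 10 µM MG132 for full effect; MG132 reads +100%, hits lower the ratio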
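TMD8 ABC-DLBCL cells carrying doxycycline-inducible green luciferase fused to IkappaBalpha plus unfused red luciferase were exposed to compounds (up to 46 uM) for 4 hrs at 37C. Activity came from the overlap-corrected green/red luminescence ratio.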
Eya2 phos inh: qHTS Assay for Inhibitors of the Phosphatase Activity of Eya2; Protein phosphatase EYA2 (Homo sapiens), O00167; recombinant Eya2, OMFP fluorescence dephosphorylation (OMFP is methylfluorescein phosphate); Potency, µM (highest dose often 76.9 µM), for inactives: top-dose activity, negative = inhibition, hits mostly inhibitors; hit rate 0.006% among 330,000; AID 488837, 2010; also: potency is read from the fitted curve at half-maximal effect; % is scaled to controls: 0 for no effect and ±100 for the full control effect
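Eya2 protein (added as 0.2 uM solution) was preincubated with compound for 10 min at ambient temperature in 50 mM HEPES pH 7.5, 50 mM NaCl, 5 uM MgCl2, 0.05% BSA, 1 mM DTT. OMFP (added at 50 uM) then reacted 10 min; fluorescence read at 485/525 nm.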
a7 integrin act: qHTS for Activators of Integrin-Mediated Alleviation for Muscular Dystrophy; Potency, µM (highest dose often 38.3 µM), without a hit: at the top dose activation, actives largely listed as activators; hit rate 0.064% among 350,000; alpha7betagal myoblasts, beta-gal FDG fluorescence, 48 h;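 also: potency is read from the fitted curve at half-maximal effect; 100% = response of the positive control SU9516; nearly all actives have a fitted effect of over 60% in size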
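Alpha7betagal+/- myoblasts (passage 13) were plated 16-24 hr, then exposed to compounds (1:260 dilution of DMSO stock) for 48 hours at 37C. After MPER lysis, β-galactosidase reporter activity was read as FDG fluorescence (ex 480/em 540) after 30 minutes.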
Tb PFK block: qHTS Assay to Find Inhibitors of T. brucei phosphofructokinase; T. brucei PFK, ADP-Glo luminescence; Potency, µM (top dose mostly 57.5 µM), inactives show at the highest dose activity, negative = inhibition, hits mostly inhibitors; hit rate 0.17% among 330,000; AID 485367, 2010;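 also: potency is read from the fitted curve at half-maximal effect; 0% = uninhibited 1x PFK enzyme wells and -100% = no-enzyme wells; nearly all actives have a fitted effect of over 60% in size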
Target sequence (O15648 whole entry, looked up): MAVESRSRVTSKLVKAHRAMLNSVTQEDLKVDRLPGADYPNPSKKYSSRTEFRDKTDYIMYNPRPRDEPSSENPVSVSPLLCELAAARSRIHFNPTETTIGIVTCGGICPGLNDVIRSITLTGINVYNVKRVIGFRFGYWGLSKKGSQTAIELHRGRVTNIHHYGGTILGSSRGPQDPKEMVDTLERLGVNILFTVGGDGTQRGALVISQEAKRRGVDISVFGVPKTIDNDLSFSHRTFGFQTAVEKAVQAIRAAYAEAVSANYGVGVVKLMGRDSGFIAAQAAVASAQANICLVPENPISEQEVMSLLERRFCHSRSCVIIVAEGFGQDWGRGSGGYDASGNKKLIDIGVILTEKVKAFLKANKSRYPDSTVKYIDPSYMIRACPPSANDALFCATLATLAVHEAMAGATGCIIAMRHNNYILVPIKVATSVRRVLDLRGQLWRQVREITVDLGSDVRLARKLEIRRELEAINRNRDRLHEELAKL
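1.25 nM PFK with 0.5 mM F6P and 0.1 mM ATP in 0.1 M TEA pH 8.0, 5 mM MgCl2, incubated 45 min at room temperature; ADP measured by ADP-Glo luminescence; compounds titrated up to 57 uM.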
TSHR antagonist: Antagonists of the Thyroid Stimulating Hormone Receptor: HTS campaign | TSHR-expressing cells, TSH-stimulated cAMP HTRF, 2 h; hits give low values | activity change, negative = inhibition, % at 11.5 µM | hit rate 0.2% among 330,000;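 active = activity change below a set negative limit, meaning inhibition stronger than a set level, cut at about -70% in these data; inconclusive = activity change between two set negative limits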; also: % is scaled to controls: 0 for no effect and ±100 for the full control effect
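Cell-based HTRF cAMP assay; TSHR cells + compound, TSH EC80 (4nM final), 2 h, 37 deg C. Lysis with anti-cAMP cryptate and cAMP-d2, 30 min RT, read 665/620 nm.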
A-T KAP1 phos: qHTS Assay for Identifying a Potential Treatment of Ataxia-Telangiectasia. […] A-T fibroblasts, KAP-1 phosphorylation AlphaLISA; neocarzinostatin DNA damage 30 min before lysis. Potency, µM (series often up to 57.5 µM), without a hit: at the highest dose activation, hits mostly activators. hit rate 0.19% among 320,000; also: potency is read from the fitted curve at half-maximal effect; % of control where 0% means no effect; nearly all actives have a fitted effect of over 45% in size
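hTERT-immortalized A-T patient fibroblasts ([…]), 500 cells/well in OPTI-MEM, 1% FBS, got compounds for 60 min, then NCS for 30 min at 37C. Lysates were then assayed for phospho-KAP-1 by AlphaLISA (anti-pKAP1 donor, anti-KAP1 acceptor beads), 6 hr at 25C.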
ELG1 repair inh: qHTS screen for small molecules that inhibit ELG1-dependent DNA repair in human embryonic kidney (HEK293T) cells expressing luciferase-tagged ELG1 | HEK293T ELG1-luciferase reporter, luminescence, 16 h; DNA damage induced by 5-fluorouridine | hit rate 2.3% among 330,000 | AID 504467, 2011 | Potency, µM (titrated, usually from 46.1 µM), inactives show at the highest dose activity change, negative = inhibition, actives largely listed as inhibitors; also: potency is read from the fitted curve at half-maximal effect; % is scaled to controls: 0 for no effect and ±100 for the full control effect; nearly all actives have a fitted effect of over 55% in size
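5-Fluorouridine DNA damage + compound/DMSO, 2,000 cells/well, 16 h, 37 °C/5% CO2. ONE-Glo, 30 min RT, luminescence. Readout = decrease in reporter signal.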
PTAP TSG101 blk: qHTS Assay for Iinhibitors of HIV-1 Budding by Blocking the Interaction of PTAP/TSG101. Fluorescence polarization, FITC-PTAP peptide / Tsg101 binding. 340,000 tested, under 10 active. Potency, µM (titrated, usually from 115 µM), without a hit: top-dose activity change, negative = inhibition, hits mostly inhibitors. AID 493005, 2010. Tumor susceptibility gene 101 protein (Homo sapiens), Q99816; active = well fitted inhibition curve with a large enough effect in the main read-out, with a control signal flat, not every such curve was filed as active; inconclusive = small, poorly fitted or top-dose-only effect, or effect the other way, or a change in a side signal; inactive = no such curve, though single readings can be large or run the other way; also: potency is read from the fitted curve at half-maximal effect; % of control where 0% means no effect
Target sequence (Q99816 whole entry, looked up): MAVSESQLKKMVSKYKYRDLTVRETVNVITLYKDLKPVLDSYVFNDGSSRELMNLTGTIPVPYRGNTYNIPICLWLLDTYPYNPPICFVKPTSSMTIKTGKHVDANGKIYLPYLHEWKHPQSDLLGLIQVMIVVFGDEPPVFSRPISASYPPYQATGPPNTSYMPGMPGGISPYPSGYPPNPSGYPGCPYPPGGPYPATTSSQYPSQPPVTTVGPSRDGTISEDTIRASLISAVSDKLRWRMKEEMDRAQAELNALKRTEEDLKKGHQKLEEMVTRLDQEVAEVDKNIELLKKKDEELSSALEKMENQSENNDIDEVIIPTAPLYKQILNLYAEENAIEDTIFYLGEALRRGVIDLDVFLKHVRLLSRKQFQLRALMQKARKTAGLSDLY
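Fluorescence polarization binding of Tsg101 binding domain (10 uM final) to FITC-labeled PTAP peptide (50 nM final) in HEPES pH 7.5 buffer with NaCl, Tween 20, EDTA, TCEP. Compounds added before peptide; binding 20 min at RT.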
Starred values were filed as active, the others as inactive; ? = inconclusive; . = no result given; [ ] = remark or other dose. Unless noted, calls follow the shape of the dose curve; as a rule, active = well fitted curve in the direction sought with a large enough effect; inconclusive = small, poorly fitted or top-dose-only effect, or another doubt; inactive = no such curve, though single readings can be large; an effect the other way counts as inactive or inconclusive.

molecule	Mito fusion act	TCR act	S-ASM inh	Chronic BCR inh	Eya2 phos inh	a7 integrin act	Tb PFK block	TSHR antagonist	A-T KAP1 phos	ELG1 repair inh	PTAP TSG101 blk
CC(C)c1ccc(NC(=S)NN2CCOCC2)cc1	-5%	-2%[46.1 µM]	4%	-4%	2%	-2%	-9%	-1	5%	?	0%
O=C(CN1C(=O)NC2(CCOc3ccccc32)C1=O)N1CCCCC1 (centres undefined)	.	-4%	2%	0%	-17%	19%	0%	.	1%	?	1%
O=C(CCCC(=O)N1CCc2ccccc21)N1CCc2ccccc21	-5%	5%	1%	-2%	1%	17%	1%	-3	-1%	-1%	0%
CCOC(=O)c1c(N)nn(C(C)=O)c1-c1ccccc1	3%	-1%	1%	?	-1%	-47%[inhibitor]	-6%	29	1%	?	1%
Cc1ccc(S(=O)(=O)NCC(=O)NCC(=O)OCC(=O)N2CC(=O)Nc3ccccc32)cc1C	-3%	5%	3%	4%	-12%	-19%	2%	-1	-2%	5%	-10%
CC(C)Oc1cccc(C2NC(=O)c3ccccc3O2)c1 (centres undefined)	-2%	.	-3%	3%	-4%	-11%	-1%	10	5%	5%	-5%
O=C(Nc1ccccc1[N+](=O)[O-])c1cc(S(=O)(=O)Nc2ccccn2)ccc1Cl	3%	10%	2%	?	6%	-1%	0%	-3	-5%	-2%	-4%
Cc1ccc(C2c3[nH]c4ccccc4c3C[C@H]3C(=O)N(c4ccccc4C(=O)N4CCC[C@H]4C(=O)O)C(=O)N23)cc1 (some centres undefined)	-29%	6%	1%	10%	-10%	14%	1%	-1	-2%	-7%	-5%
Cc1ccc(N(C)S(=O)(=O)c2cccc(C(=O)NCC(c3ccco3)N3CCCC3)c2)cc1 (centres undefined)	1%	-4%	5%	-3%	-7%	-13%	1%	8	-10%	-28%	0%
C/C(=N/NC(=O)c1cc(-c2cccc([N+](=O)[O-])c2)n[nH]1)c1cccc(O)c1	0%	-2%	3%	?	3%	29%	-10%	-8	-7%	?	-5%
O=C(O)C(CO)(c1ccccc1)c1ccccc1	1%	1%	5%	-2%	2%	28%	-5%	23	-4%	7%	-3%
C[C@@H]1NC(=O)N(c2ccc(F)cc2)C1=O	5%	0%	-3%	2%	?	44%	-3%	18	-8%	-1%	0%
Cc1nnc(NC(=O)CSc2nnc(Cc3cccn3C)n2CCc2ccccc2)s1	2%	-6%	2%	6%	8%	3%	-1%	-8	-7%	-9%	2%
CS(=O)CCC(NS(=O)(=O)c1ccccc1)C(=O)O (centres undefined)	-4%	1%	4%	0%	-6%	11%	0%	8	-8%	17%	-4%
CCCNC(=O)c1ccccc1NC(=O)c1cccc(-n2cnnn2)c1	6%	-1%	1%	-8%	-4%	0%	0%	-18	3%	?	3%
CSc1ncc(Cl)c(C(=O)Nc2cccnc2)n1	?	3%	-1%	-4%	6%	-28%	-3%	1	28%	21%	1%
O=C1Nc2ccccc2OC1CC(=O)N1CCN(c2cccc(C(F)(F)F)c2)CC1 (centres undefined)	3%	8%	-8%	-24%	2%	14%	-25%	-10	.	?	0%
COc1cccc(-c2nc(-c3ccccc3)nc(N3CCN(C)CC3)c2C#N)c1	-4%	.	-8%	3%	-3%	-55%[inhibitor]	12%	-10	0%	?	0%
CC(C)COP(=O)(c1ccc(N(C)C)cc1)C(O)c1ccccc1 (centres undefined)	9%	0%	0%	0%	-5%	-12%	3%	0	12%	-8%	0%
COc1ccc(C2C(C#N)=C(N)Oc3cc(C)n(Cc4ccncc4)c(=O)c32)cc1 (centres undefined)	0%	-5%	1%	3%	9%	-18%	-1%	-12	-2%	-7%	-1%
COc1ccccc1N1CCN(S(=O)(=O)c2cc(Br)cnc2N)CC1	18%	-3%	-1%	0%	-12%	21%	0%	4	-2%	?	-6%
CN(C)C(=O)CCc1ccc2c3c([nH]c2c1)[C@]1(CCC2CCCC2)[C@@H](C(=O)N2CCOCC2)C[C@H](CC(=O)NCC24CC5CC(CC(C5)C2)C4)C(=O)N1CC3	.	0%[46.1 µM]	-6%	0%	3%	14%	-1%	-3	-44%[inhibitor]	?	-1%
N#Cc1ccccc1OCC(=O)NNC(=O)c1ccncc1	-1%	5%	5%	-4%	7%	-34%	-9%	2	-3%	?	1%
OC1CCCN(CC(O)COc2ccc(-c3ccccc3)cc2)C1 (centres undefined)	-11%	4%	4%	3%	-6%	-57%[inhibitor]	-8%	6	19%	?	-1%
O=C(NCCCNC(=O)c1ccccn1)c1ccccn1	4%	-5%	-2%	7%	7%	-17%	0%	0	2%	6%	-3%
O=C(CNc1cc([N+](=O)[O-])ccc1NCCO)Nc1cccc(S(=O)(=O)N2CCCCC2)c1	-4%	0%	-11%	0%	-7%	2%	-2%	-18	-3%	?	0%
O=C1N/C(=N/S(=O)(=O)Cc2ccccc2)S/C1=C/c1ccc2c(c1)OCO2	5%	2%	10%	?	16%	17%	0%	-8	-19%	3%	-3%
FC(F)(F)c1cccc(N2CCc3cn[nH]c32)c1	-19%	8%	1%	?	-2%	19%	-9%	9	-14%	?	-1%
CCOCCCNC(=S)Nc1ccc2nc(N3CCCC3)cc(C)c2c1	-1%	-4%[46.1 µM]	383%[activator]	0%	-3%	-5%	-1%	8	7%	13%	-4%
Cn1c2c(c(=O)n(C)c1=O)C(CC(=O)Nc1ccccc1)C(=O)N2 (centres undefined)	-3%	-1%	-1%	-1%	1%	1%	0%	-1	1%	-6%	-2%
Cc1cc(C)c(NC(=O)C(C)(C)C)c(Cl)c1	-4%	-5%	3%	3%	-7%	-3%	7%	-12	3%	2%	-5%
COc1ccc(NC(=O)Nc2ccc(C)cc2OC(F)F)cc1OC	-5%	2%	-3%	0%	7%	0%	-6%	-11	0%	?	-6%
C=C1CCC[C@]2(C)C[C@H]3OC(=O)C(CNCCN(C)C)[C@H]3CC12 (some centres undefined)	0%	-18%	3%	?	-15%	-66%[inhibitor]	-8%	-10	-6%	-2%	1%
Cc1ccc(C(CCN)c2ccco2)cc1 (centres undefined)	-4%	-2%	1%	?	-23%	1%	-1%	-4	9%	1%	-7%
COc1ccc(NC(=O)c2cc(-c3cc(C)cc(C)c3O)n[nH]2)cc1Cl	15%	6%	?	?	-27%	-41%	14%	-44	7%	21µM*	-1%
CC(C)C1=CC(=NS(=O)(=O)c2cccc([N+](=O)[O-])c2)C=C(C(C)C)C1=O	2%	4%	0%	-1%	2%	9%	-1%	7	2%	-10%	-2%

Source: PubChem

Compounds as they come; about 3.2% have a hit in one of these screens.
